# Assay outcomes: PubChem, several laboratories
# zVAD death inh: blocks zVAD induced death of L929 cells; L929 zVAD necroptosis rescue, ATP luminescence, 24 h; with zVAD 60 µM; viability rescue, % at 10 µM; 220,000 compounds, 0.38% hits; AID 1377;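 active = activation, scaled between plate controls, above about 75%, limit read from the data; inactive = activation under that limit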;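 note: 0% = zVAD with DMSO and 100% = DMSO alone without zVAD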
# Tb hexokinase: blocks Trypanosoma brucei hexokinase 1 activity; recombinant TbHK1, G6PDH-coupled NADH A340; inhibition, % at 10 µM; 220,000 compounds, 0.11% hits; AID 1430;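 active = inhibition of 50% or more in the single-dose primary screen; inactive = inhibition below 50%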
# EBV gp42 inh: EBV gp42 inhibition | 220,000 compounds, 0.42% hits | Q1HVG2 | Fluorescence polarization binding assay, mP read-out | inhibition, % (tested at 21.74 µM); in the data active = inhibition above about 50%
# Runt-SMMHC FRET: blocks binding of human RUNX1 Runt domain to CBFb-SMMHC | Q01196+Q13951 | AID 1434 | Cerulean-Runt/Venus-CBFb-SMMHC FRET ratio 530/480, 1 h | inhibition, % at 20 µM | 220,000 compounds, 0.74% hits;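 active = mean inhibition across duplicate retests at 20 µM reaching about 50%, limit read from the data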;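 note: 0% = DMSO wells and 100% = wells with excess untagged CBFb-SMMHC; inhibitors lower the FRET ratio by blocking Runt binding to CBFb-SMMHC; some results filed as inactive read as strong as hits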
# NCF1 inh: p47phox (human) inhibition | P14598 | p47phox/p22phox peptide binding, fluorescence polarization, 2 h | inhibition, % at 24.7 µM | 220,000 compounds, 0.53% hits;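 active = inhibition above about 30%, limit read from the data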;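 note: 0% = p47phox with labelled peptide and 100% = labelled peptide alone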
# Target sequence (P14598 whole entry, looked up): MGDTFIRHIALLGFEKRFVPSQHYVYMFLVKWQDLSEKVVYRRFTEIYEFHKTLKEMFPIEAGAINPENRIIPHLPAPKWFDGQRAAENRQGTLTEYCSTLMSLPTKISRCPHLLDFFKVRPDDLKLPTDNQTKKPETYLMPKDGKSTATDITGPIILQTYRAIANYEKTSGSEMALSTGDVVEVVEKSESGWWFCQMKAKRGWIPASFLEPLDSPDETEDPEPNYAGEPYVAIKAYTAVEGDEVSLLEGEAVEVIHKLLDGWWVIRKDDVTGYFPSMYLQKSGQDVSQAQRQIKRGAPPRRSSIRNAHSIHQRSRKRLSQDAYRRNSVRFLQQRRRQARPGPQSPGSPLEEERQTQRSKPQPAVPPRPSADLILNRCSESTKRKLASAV
# 14-3-3 Bad PPI: disrupts binding of bovine 14-3-3 zeta to phospho-Bad peptide; TR-FRET 14-3-3zeta/Dy647-pBad peptide displacement, 1 h; inhibition, % at 21.7 µM; 220,000 compounds, 0.71% hits;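 active = inhibition above about 70%, limit read from the data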;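 note: 0% = full 14-3-3 plus peptide FRET controls and 100% = background without 14-3-3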
# Runt-CBFb FRET: inhibitors of human RUNX1 Runt domain binding to CBFb. inhibition, % at 20 µM. Q01196+Q13951. 220,000 compounds, 0.46% hits. Cerulean-Runt/Venus-CBFb FRET ratio 530/480, 1 h;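 active = inhibition over about 50% at 20 µM in the single-dose screen, limit read from the data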;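 note: 0% = DMSO wells and 100% = excess unlabeled CBFb competitor control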
#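 Doses: 20 µM compound in 1% DMSO | Material: Cerulean-labeled Runt domain protein | Amount: Each fluorescent fusion protein 100 nM | Schedule: Two 1 h room-temperature incubations shielded from light | Measured by: FRET fluorescence | Evaluation: Loss of energy transfer signal | Controls: Unlabeled CBFb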
# Mdm2 ligase inh: blocks human Mdm2 ubiquitin ligase activity; Q00987; cell-based MDM2 ubiquitination luciferase reporter, 2 h; 0 = plate control, 100 = twice control, blank-subtracted; signal enhancement, % at 5 µM; 210,000 compounds, 0.11% hits; AID 1230;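 active = signal enhancement of 30% or more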;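 note: luminescence tracks abundance of the self-degrading MDM2-luciferase fusion protein; higher signal means inhibition of MDM2 E3 ligase activity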
#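 Material: stable MDM2–luciferase fusion reporter cells / Quantity: 2000 cells/well / Dosing: single 5 µM compound dose, 0.2% final DMSO / Buffer or medium: DMEM / Schedule: 4 h cell settling then 2 h compound exposure, 37 °C / Detection: luminescence with SteadyLite reagent, 15 min at room temperature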
# Hck-Nef inh: inhibitors of human Hck kinase activated by Nef. Recombinant Hck-YEEI plus Nef, Z-Lyte FRET kinase assay. inhibition, % at 20 µM. 220,000 compounds, 0.68% hits;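 active = Hck-Nef kinase inhibition above about 50%, limit read from the data; inactive = inhibition below that limit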;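 note: 0% = DMSO with Hck plus Nef and 100% = Hck alone without Nef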
# Target sequence (P08631 whole entry, looked up): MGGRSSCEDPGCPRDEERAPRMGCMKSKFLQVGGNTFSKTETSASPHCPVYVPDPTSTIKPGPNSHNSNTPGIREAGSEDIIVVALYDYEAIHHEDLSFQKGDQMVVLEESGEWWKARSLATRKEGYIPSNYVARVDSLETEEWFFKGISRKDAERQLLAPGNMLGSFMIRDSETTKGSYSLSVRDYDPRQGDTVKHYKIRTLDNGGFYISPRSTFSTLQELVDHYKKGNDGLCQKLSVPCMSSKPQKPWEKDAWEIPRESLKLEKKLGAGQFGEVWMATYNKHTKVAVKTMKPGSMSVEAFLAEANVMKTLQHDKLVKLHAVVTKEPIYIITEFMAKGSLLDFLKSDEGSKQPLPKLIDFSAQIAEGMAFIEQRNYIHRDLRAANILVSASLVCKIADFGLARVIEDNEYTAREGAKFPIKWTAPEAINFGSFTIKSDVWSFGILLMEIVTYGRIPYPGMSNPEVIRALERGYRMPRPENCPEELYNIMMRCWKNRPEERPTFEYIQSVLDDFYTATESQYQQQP
# * hit, by the source's call; nt = not tested or not shown; [ ] = another dose, or the depositor's remark.
SMILES,zVAD death inh,Tb hexokinase,EBV gp42 inh,Runt-SMMHC FRET,NCF1 inh,14-3-3 Bad PPI,Runt-CBFb FRET,Mdm2 ligase inh,Hck-Nef inh
CCNC(=O)CSc1nnc(C2CC2)n1-c1ccccc1,0.1,-1,-22,1,-5,4[fluorescence artefact?],2,-4,1
CCc1ccc(NC(=O)C2CC(=O)Nc3ncnn32)cc1 (configuration not stated),0.8,-4,3,-2,-5,-11,-1,-9,-1
COc1ccc(NC(=S)N(CCc2c(C)[nH]c3ccc(C)cc23)Cc2cccs2)cc1,nt,2,-3,0,-17,-3[fluorescence artefact?],-1,nt,-12
O=C(COc1c(Br)cc(Br)c2cccnc12)N1CCCCC1,-0.4,1,12,-2,10,-16,-8,-10,-5
O=C(Nc1ccc(S(=O)(=O)Nc2ncccn2)cc1)c1ccc(Br)o1,2.2,-2,5,-3,29,-2,2,-5,-14
Nc1nc(-c2ccc3ccccc3c2)cs1,-0.3,3,5,2,-9,-2,2,-15,-1
C=CCc1c(C)nc(SC)nc1Nc1ccc(C)cc1,-0.2,-3,-13,2,-5,21[fluorescence artefact?],-1,-3,-1
CN1C(=O)CC(N2CCN(CCN=CC3=C(O)CC(C)(C)CC3=O)CC2)C1=O (configuration not stated),0.8,3,-13,-3,1,12[fluorescence artefact?],-1,0,-5
COc1ccccc1NC(=O)Nc1cc(C(C)C)ccc1C,0.2,-13,-3,-1,-10,-1,0,nt,24
COCCCNC(=O)c1cc(C)nc2ccc(F)cc12,0.0,0,-5,-7,-3,-15[fluorescence artefact?],0,-5,0
CCc1cccc(CN2CCC(CNC(=O)Nc3ccc(Cl)cc3)CC2)c1,13,2,5,1,1,-14,0,-6,18
CCOCC(=O)Nc1cccc(Br)c1,-0.2,4,-14,-10,-4,-8,3,13,0
CC(C)c1ccc(NC(=O)CSc2n[nH]c(=O)n2Cc2ccco2)cc1,3.5,-9,4,0,-17,-20,0,-9,12
CC(=O)OC1c2ccccc2C(=O)N1Cc1ccccc1Cl (configuration not stated),1.0,3,-13,4,-9,2,0,-6,20
COC(=O)c1cccc(COC(=O)c2cccnc2SC)c1,-0.5,-2,-8,-3,-6,-3[fluorescence artefact?],-3,-20,-19
COc1ccc(OC)c(S(=O)(=O)N2CCN(c3c(C)cccc3C)CC2)c1,0.3,6,-16,-12,-15,-1,-5,-22,13
CCc1ccc(/C=c2\s/c(=C\C(=O)C(C)(C)C)[nH]c2=O)cc1,0.3,-15,0,-4,-12,-6,2,-15,0
O=C(OC(C(=O)Nc1ccc([N+](=O)[O-])cc1Br)c1ccccc1)c1ccccc1 (configuration not stated),-0.1,2,-2,4,-5,-10,2,-5,5
CCNS(=O)(=O)c1ccc(NC(=O)c2cccnc2)cc1,1.4,-5,-4,1,-2,-3,-1,-16,0
COCC1CCCN(Cc2nc(C(c3ccccc3)c3ccccc3)no2)C1 (configuration not stated),-1.2,-9,-14,-3,-2,-6,-1,3,16
COc1ccccc1C(=O)Nc1ccc2c(c1)nc(CCNC(C)=O)n2C,0.3,6,-19,-1,-2,8,1,-11,9
O=S(=O)(c1cccc(S(=O)(=O)N2CCC(n3nnc4ccccc43)CC2)c1)N1CCCCC1,0.3,-1,-15,2,-29,12,-1,-4,0
CC(=O)NCC(=O)NC(Cc1ccccc1)C(N)=O (configuration not stated),0.2,0,-13,1,11,1,0,8,4
O=C(Nc1cccc2ncccc12)c1cc2ccccc2o1,-0.5,-4,-17,-3,-9,1[fluorescence artefact?],1,1,-15
CCC(COC)NCc1cn(-c2ccc(F)cc2F)nc1-c1ccccc1C (configuration not stated),-1.7,14,-12,4,-12,-5,-4,-13,23
Cc1csc(SCC(=O)NC23CC4CC(CC(C4)C2)C3)n1,-0.8,-2,-15,-1,2,-11,-1,-14,1
N#C/C(=C\c1c(N2CCOCC2)nc2ccccn2c1=O)S(=O)(=O)c1ccccc1,0.3,-6,-10,-2,-9,-3,-3,-2,7
Cc1cccc2c(Cl)cc(=O)[nH]c12,-0.3,-11,8,-2,1,-3,-2,-2,8
CC1CCN(c2nc3c(cc2C#N)COC(C)(C)C3)CC1,2.0,-2,-10,0,-3,1,0,5,22
COc1ccccc1NC(=O)CCn1c(=O)sc2ccccc21,1.5,6,-19,-2,-13,-2[fluorescence artefact?],-1,4,14
COc1ccc(NS(=O)(=O)c2ccc(NS(C)(=O)=O)cc2)cc1,0.6,47,-28,0,-6,-3[fluorescence artefact?],-3,-16,3
COc1ccc(NC(=S)NCc2ccc(S(N)(=O)=O)cc2)cc1OC,5.9,-1,-7,-4,5,-12,1,8,18
CN(C)c1oc(-c2ccccc2Cl)nc1C#N,-0.3,-16,0,0,-11,-2,-3,32*,0
CCOC(=O)N1CCN(C(=O)c2ccc(Oc3ccc([N+](=O)[O-])cc3)cc2)CC1,1.1,-12,-1,-6,2,16,3,-17,20
COc1ccc(NC(=O)c2sc(N3CCOCC3)nc2-c2ccccc2)c(OC)c1,3.3,-21,-18,-5,-2,-1,-7,-7,6
COC(=O)COc1c(Cl)cc(Cl)c2ccc(C)nc12,1.7,2,-3,-3,-4,-7,0,-4,7
CN(C(=O)c1ccc(C#N)cc1)c1nnc(-c2cnccn2)s1,0.9,-27,0,-3,-4,43,0,nt,22
COc1ccccc1NC(=O)C1CCC(CNc2c(N3CCCCC3)c(=O)c2=O)CC1 (configuration not stated),0.7,-4,0,2,-1,-4,1,-3,0
CCCCn1c(N)c(N(CCC(C)C)C(=O)CSc2nnc(C)s2)c(=O)[nH]c1=O,0.1,3,-11,1,-7,-4[fluorescence artefact?],0,-15,-1
Cc1ccccc1C(=O)NNC(=O)Cc1ccccc1,0.2,21,-1,0,-5,-5[fluorescence artefact?],-1,-2,-21
CC(=O)c1ccc(NC(=O)Nc2ccc([N+](=O)[O-])cc2C)cc1,0.8,-7,6,-4,-16,9,-1,-13,0
CC(=O)N1CCc2cc(S(=O)(=O)NCCCOC(C)C)ccc21,0.0,-6,-9,-2,-10,-6[fluorescence artefact?],0,0,-2
Clc1ccc(-c2nnc(SCc3nc4ccccc4s3)o2)cc1,1.1,4,-21,-3,-19,0[fluorescence artefact?],-3,-17,3
O=C(c1nnc(-c2ccncc2)o1)c1ccccc1Cl,0.0,-5,-22,-1,-36,-1,0,-14,3
CCCCS(=O)(=O)Nc1ccc(Cc2ccncc2)cc1,0.3,-2,-10,-1,-5,-2,1,5,0
COc1cccc(/C=N/NC(=O)c2cccs2)c1,2.4,-32,6,-1,-2,1,0,-18,22
CC(=O)c1cn(-c2ccc(Cl)cc2)c(=O)n(Cc2ccc(F)cc2)c1=O,-1.1,5,-10,-1,-7,-2,2,-4,-12
Cn1c(CNC(=O)c2ccc(Cl)cc2)nnc1SCC(=O)Nc1sc2c(c1C#N)CCCC2,0.4,-8,-33,-2,-11,31[fluorescence artefact?],-7,-27,-2
FC(F)(F)c1cccc(N2CCC(N=CN3CCCCCC3)=N2)c1,9.9,-8,-1,0,-13,2,-2,-4,34
COc1cccc(CNCc2cccc(Br)c2)c1OC,0.5,-7,-11,-1,2,5,-1,-5,-16
CCOC(=O)c1cnc2ccc(C)cc2c1Sc1ccc(F)cc1,0.6,4,-17,-10,-1,8[fluorescence artefact?],86*,-10,0
NC(CO)C(=O)NNCc1ccc(O)c(O)c1O (configuration not stated),4.5,2,-3,21,1,50,22,nt,11
O=c1[nH]ncc(N/N=C\c2ccc(O)cc2O)c1Cl,2.0,-44,10,-2,-9,-1,6,-13,43
Cc1nonc1NCn1nnc2ccccc21,0.5,-5,-18,-1,-12,7,1,5,-1
COc1cc(/C=C(\C#N)c2ccccn2)ccc1OCc1ccccc1Cl,1.1,-8,-6,1,-12,-2,3,2,-1
Cc1ccc(/C(N)=N/OC(=O)CCc2ccccc2)cc1,0.1,-1,-3,-2,10,-2,-4,-5,0
Cc1nn(CC#N)c(=O)n1-c1cccc(F)c1,1.0,-4,-2,-1,-5,10,1,-9,0
CC(C)(C)NC(=O)CSCc1ccc(Br)cc1,0.0,-3,9,1,-14,-2,0,nt,3
COCCNC(=O)CN1CCCCCC1,0.3,1,-11,-7,2,4,2,-7,-12
COc1ccc(C(=O)COC(=O)c2ccc(NC(C)=O)cc2)cc1[N+](=O)[O-],0.2,3,-7,7,-11,3,2,-8,2

# 3 entries from above, with two lines to a compound:
# Each structure is followed by: zVAD death inh | Tb hexokinase | EBV gp42 inh | Runt-SMMHC FRET | NCF1 inh | 14-3-3 Bad PPI | Runt-CBFb FRET | Mdm2 ligase inh | Hck-Nef inh
- CCNC(=O)CSc1nnc(C2CC2)n1-c1ccccc1
→ 0.1 | -1 | -22 | 1 | -5 | 4[fluorescence artefact?] | 2 | -4 | 1
- CCc1ccc(NC(=O)C2CC(=O)Nc3ncnn32)cc1 (configuration not stated)
→ 0.8 | -4 | 3 | -2 | -5 | -11 | -1 | -9 | -1
- COc1ccc(NC(=S)N(CCc2c(C)[nH]c3ccc(C)cc23)Cc2cccs2)cc1
→ nt | 2 | -3 | 0 | -17 | -3[fluorescence artefact?] | -1 | nt | -12

# Further structures.
SMILES,zVAD death inh,Tb hexokinase,EBV gp42 inh,Runt-SMMHC FRET,NCF1 inh,14-3-3 Bad PPI,Runt-CBFb FRET,Mdm2 ligase inh,Hck-Nef inh
CSc1nnc(-c2sccc2-n2cccc2)o1,4.4,-2,-12,-1,-6,-17,-1,-6,24
Cn1nc([N+](=O)[O-])c(C(C#N)c2nc3ccccc3n2C)c(Cl)c1=O (configuration not stated),1.9,-7,80*,-112,-9,-13[fluorescence artefact?],-35,-3,6
CCOc1ccccc1C(=O)NCC(=O)OCC(=O)c1ccc2c(c1)OCCO2,0.1,9,-11,-6,-6,-16,2,-19,3
CC(C)c1nc2sc3c(=O)[nH]c(=S)[nH]c3c2c2c1CCCC2,1.6,24,-20,-1,-12,0,1,-68,31
COc1ccc(CC(NC(C)=O)C(=O)NC2CCN(C(=O)NCc3ccccc3)CC2)cc1OC (configuration not stated),0.5,-2,-7,4,4,nt,0,-16,1
Cc1cc(NCc2ccccn2)n2nc(C)c(-c3ccc(Cl)cc3)c2n1,51,2,-6,0,-6,-10,-2,-10,3
O=[N+]([O-])c1ccc(NCc2ccc(Cl)cc2)nc1,1.3,-17,-7,1,-9,-2,1,-5,6
C=CCn1c(O)c(C=Nc2ccccc2)sc1=S,3.3,0,-13,12,-19,-6,2,0,13
Cc1cccc(C)c1NC(=S)NCCc1ccccn1,-0.1,29,-13,-1,-18,-8[fluorescence artefact?],-2,1,6
Cc1ccc(NC(=O)CN(C)C(=O)CSc2n[nH]c(N)n2)cc1,0.1,6,-17,1,-5,-1,-1,-17,0
CCOC(=O)C1CCCN(S(=O)(=O)c2cccc3cccnc23)C1 (configuration not stated),-0.3,-6,-21,-5,-4,3,0,-1,1
COc1cccc(C(=O)N/N=C/c2ccc(OC3CSC3)cc2)c1,-0.6,-17,-1,-4,-9,0,0,-7,9
COc1cc(C(=O)N(Cc2ccccn2)CC2CCCO2)cc(OC)c1OC (configuration not stated),-0.6,10,-24,3,-6,36,0,6,1
COc1ccc(N2CCN(c3nc(Cl)nc(N4CCOCC4)n3)CC2)cc1,0.6,-2,-10,-2,-4,4[fluorescence artefact?],2,-5,10
Cc1cc(C(=O)OCC(=O)NCc2ccco2)c(C)o1,-0.1,0,-2,-3,-1,1,0,-4,9

# Random draw from the library. Share with any hit: about 3.2%.
